Screening results: PubChem, several laboratories
Avidin bead fluor – avidin bead compound fluorescence profile | 0.38% of 220,000 active | fluorescence (KMESF) at 10 µM | AID 1775 | Avidin beads, compound fluorescence 488/530 nm, flow cytometry; hits give high values; in the data active means fluorescence above about 47; further: inactives centre near 10
GSH fluor – compound fluoresces at 488/530 nm on GSH beads. AID 1776. GSH beads flow cytometry, compound fluorescence 488/530 nm; hits give high values. fluorescence (KMESF) at 10 µM. 0.25% of 190,000 active; in the data active means fluorescence above about 89;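 further: glutathione beads carrying GST-tagged Bcl family fusion proteins plus one bare bead set; values are compound well signal with DMSO vehicle wells as background; inactives centre near 16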
Rac1 wt GTP bind – human Rac1 wildtype GTP binding, inhibitors and activators. AID 757. GTP binding activity (% of control), % at 10 µM. GST-Rac1 beads, fluorescent GTP binding, flow cytometry; actives lie on both sides; 0 = cold GTP competed, 100 = untreated. P63000. 0.27% of 190,000 active;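 active means GTP binding activity at least 20 points away from the 100% control level, either lower or higher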
Mcl1 Noxa PPI – disrupts binding of human Mcl-1 to Noxa peptide. TR-FRET Mcl-1/Noxa peptide binding, 2 h. 1.5% of 220,000 active. inhibition, % at 21.7 µM;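 active means compounds that cut the protein-peptide binding signal by more than 50% relative to plate controls in a single-dose test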;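 further: His-tagged Mcl-1 with rhodamine Noxa BH3 peptide and terbium anti-His antibody; 0% = Mcl-1 plus Noxa peptide wells and 100% = peptide-only wells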
Target sequence (Q07820 whole entry, looked up): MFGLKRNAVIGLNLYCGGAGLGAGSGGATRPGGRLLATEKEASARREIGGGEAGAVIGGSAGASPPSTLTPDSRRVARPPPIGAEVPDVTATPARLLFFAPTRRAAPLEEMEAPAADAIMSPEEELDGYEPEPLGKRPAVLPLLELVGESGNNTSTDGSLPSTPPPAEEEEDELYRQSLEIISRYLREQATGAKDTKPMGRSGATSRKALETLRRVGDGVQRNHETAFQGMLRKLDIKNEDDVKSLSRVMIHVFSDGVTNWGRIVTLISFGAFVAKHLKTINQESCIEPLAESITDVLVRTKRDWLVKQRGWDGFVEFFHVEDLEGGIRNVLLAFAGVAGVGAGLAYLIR
Rab7 wt modul – dog Rab7 wildtype GTP binding, inhibitors and activators; 0.055% of 190,000 active; GST-Rab7 beads, fluorescent GTP binding, flow cytometry; actives lie on both sides; untreated = 100%, excess cold GTP = 0%; GTP binding activity (percent of control), % at 10 µM;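 active means fluorescent GTP binding to Rab7 beads changed by at least 20 points from the 100% baseline, either direction, mostly lower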;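 further: median green fluorescence of bound Bodipy-FL-GTP per Rab7 bead population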
Cdc42 wt – modulators (inhibitors or activators) of GTP binding to human Cdc42 wildtype | P60953 | GST-Cdc42 beads, Bodipy-GTP binding, flow cytometry; actives lie on both sides | percent activity (GTP binding), % at 10 µM | 0.2% of 190,000 active;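 active means percent activity GTP binding at least 20 points away from the 100% baseline, either down as inhibitor or up as activator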;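 further: median bead fluorescence of bound Bodipy-FL-GTP at 100 nM; 0% = excess unlabeled GTP control and 100% = no compound control; below 100% means less GTP binding so inhibitor and above means activator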
Target sequence (P60953 whole entry, looked up): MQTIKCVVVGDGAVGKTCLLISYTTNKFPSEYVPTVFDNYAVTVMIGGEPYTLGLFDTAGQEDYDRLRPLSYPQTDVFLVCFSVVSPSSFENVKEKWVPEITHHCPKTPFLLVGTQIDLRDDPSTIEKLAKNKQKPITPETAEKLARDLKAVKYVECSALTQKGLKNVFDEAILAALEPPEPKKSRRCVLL
HRas wt GTP bind – modulators of GTP binding to human HRas wildtype | P01112 | GST-Ras wt beads, Bodipy-FL-GTP binding, flow cytometry; actives lie on both sides | GTP binding activity, % at 10 µM | 0.14% of 190,000 active;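 active means GTP binding activity at least 20% away from the 100% baseline, either lowered as inhibitor or raised as activator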;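 further: 0% = unlabeled GTP competition control and 100% = no-compound control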
Target sequence (P01112 whole entry, looked up): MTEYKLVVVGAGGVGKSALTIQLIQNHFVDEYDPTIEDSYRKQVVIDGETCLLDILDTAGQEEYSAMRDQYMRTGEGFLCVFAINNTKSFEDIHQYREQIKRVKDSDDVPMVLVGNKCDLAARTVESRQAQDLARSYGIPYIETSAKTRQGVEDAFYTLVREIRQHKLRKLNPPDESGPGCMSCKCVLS
Rab2A wt mod – changes GTP binding to wildtype dog Rab2A, up or down; P61105; GST-Rab2 wt beads, Bodipy-GTP binding, flow cytometry; GTP binding activity, % at 10 µM; 0.19% of 190,000 active;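 active means GTP binding activity at least 20 points away from 100%, either lowered or raised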;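 further: 0% = beads with excess unlabeled GTP and 100% = no-compound control corrected for plate trend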
Pf gametocyte – P. falciparum stage V gametocyte viability inhibition; inhibition, % at 10.9 µM; 0.065% of 150,000 active; P. falciparum stage V gametocytes, ATP luminescence, 24 h;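 active means inhibition above the mean plus 3 SD of compounds within the control limits, set per campaign, cut at about 38% in these data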;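 further: 0% = DMSO wells and 100% = medium only without gametocytes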
Rac1 act GTP bind – modulators of GTP binding to human Rac1 activated mutant | P63000 | AID 764 | 0.11% of 190,000 active | percent activity (GTP binding), % at 10 µM | GST-Rac1 activated beads, fluorescent GTP binding, flow cytometry; actives lie on both sides; 100% means binding = to untreated wells;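 active means GTP binding at least 20 percentage points away from the 100% baseline, in either direction, so actives lie on both sides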
Mcl1 Bid PPI – Mcl-1/Bid interaction inhibition. 0.97% of 220,000 active. inhibition, % at 21.7 µM. Q07820. TR-FRET Mcl-1/Bid-Dy647 peptide binding, 1536-well;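 active means compounds that cut the binding signal by more than half at the single screening dose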;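 further: His-tagged Mcl-1 with europium anti-His antibody binding Bid BH3 peptide; 0% = Mcl-1 plus peptide wells and 100% = peptide-only wells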
Active calls of the source: *; / = not tested or not shown. Random draw from the library (roughly 3% active in at least one column).

entry	Structure	Rac1 act GTP bind	Mcl1 Noxa PPI	Mcl1 Bid PPI	Avidin bead fluor	Cdc42 wt	GSH fluor
1	COc1ccc(OC)c(C(O)c2nc3ccccc3n2C(C)C)c1 (centres undefined)	100	-3	4	15	100	37
2	OC(CNCC1CCCO1)Cn1c2ccccc2c2ccccc21 (centres undefined)	98	8	9	13	102	30
3	CCCn1c(SCc2ccc(Cl)cc2)nc2c1c(=O)[nH]c(=O)n2C	97	-13	13	5	100	38
4	CC(=O)Nc1cccc(Cn2cccn2)c1	99	7	-15	14	101	33
5	O=C1CC(N(O)c2ccccc2)C(=O)N1Cc1ccccc1 (centres undefined)	99	16	-16	13	100	8
6	CCOC(=O)CCNC(=O)N1CCCC(CCC(=O)N(C)CCc2ccccn2)C1 (centres undefined)	97	15	-24	11	100	10
7	COc1cc(C)nc(N(Cc2ccccc2)S(=O)(=O)c2ccccc2)n1	96	-9	-3	12	98	26
8	O=C(O)CCn1[nH]c(=O)c2ccccc2c1=O	102	4	-26	7	106	13

entry	Rab7 wt modul	Rab2A wt mod	Pf gametocyte	Rac1 wt GTP bind	HRas wt GTP bind
1	106	102	/	107	102
2	98	102	8	102	100
3	102	101	/	100	99
4	103	101	/	106	102
5	98	99	0	98	96
6	105	100	/	104	102
7	98	98	7	98	96
8	106	103	/	105	104

New compounds follow:
entry	Structure	Rac1 act GTP bind	Mcl1 Noxa PPI	Mcl1 Bid PPI	Avidin bead fluor	Cdc42 wt	GSH fluor
9	CC1CN(C(=O)/C=C/c2ccc([N+](=O)[O-])s2)CC(C)O1 (centres undefined)	96	15	17	23	95	20
10	N#CCCN(Cc1cccnc1)C(=S)Nc1ccc(OC(F)F)cc1	96	-14	-37	25	94	11
11	O=C(Cn1c(C(F)(F)F)nc2ccccc21)N/N=C/c1ccco1	95	-15	-4	12	96	15
12	O=C1CCCN1c1ccc(S(=O)(=O)NCc2ccco2)cc1	102	18	-4	3	104	32
13	CN(C)c1ccc(/C=C/C=N/Nc2nc(N3CCOCC3)nc(N3CCOCC3)n2)cc1	94	10	-22	6	96	20
14	CCC(CC)C(=O)Nc1ccc(Cl)c(Cl)c1	96	1	-53	8	95	33
15	CCOC(=O)C1=C(C)NC(SCC(=O)O)=C(C#N)C1c1ccco1 (centres undefined)	103	11	-14	11	105	25
16	COc1ccccc1NC(=O)COC(=O)c1ccc2c(c1)nc(C)n2-c1ccccc1	92	11	-25	14	94	10

entry	Rab7 wt modul	Rab2A wt mod	Pf gametocyte	Rac1 wt GTP bind	HRas wt GTP bind
9	103	98	-3	100	99
10	94	94	6	95	91
11	97	97	-3	100	95
12	100	104	/	105	103
13	96	97	12	101	97
14	98	98	-35	102	98
15	100	107	/	106	107
16	97	93	/	99	97

Later entries
entry	Structure	Rac1 act GTP bind	Mcl1 Noxa PPI	Mcl1 Bid PPI	Avidin bead fluor	Cdc42 wt	GSH fluor
17	c1ccc(C2c3[nH]c4ccccc4c3CCN2Cc2cccn2-c2cccnc2)nc1 (centres undefined)	96	17	-28	9	99	52
18	CCOC(=O)c1nc(Nc2ccc(Nc3ccccc3)cc2)c2ccccc2n1	89	33	-30	6	80	14
19	O=C(O)c1ccc2c(=O)n3c(nc2c1)/C(=C/c1ccccc1C(F)(F)F)CCCC3	99	-3	8	24	100	11
20	CCCCn1c(SCC(=O)N2CCCC2)nc2cc(S(N)(=O)=O)ccc21	96	5	0	21	99	8
21	O=C(CSc1nnc(-c2c[nH]c3ccccc23)o1)c1ccc(-c2ccccc2)cc1	93	-7	-20	16	93	15
22	COC(=O)CN1C(=S)N(c2ccc(Cl)cc2)C(=O)C1CC(=O)Nc1ccc(F)cc1 (centres undefined)	96	19	18	3	104	11
23	O=C(NCc1ccccc1)c1cnc2n(c1=O)CCS2	97	4	-2	20	95	25
24	CC1CCCCC1NS(=O)(=O)c1ccc(S(=O)(=O)NCc2ccncc2)cc1 (centres undefined)	93	-16	-36	8	93	9

entry	Rab7 wt modul	Rab2A wt mod	Pf gametocyte	Rac1 wt GTP bind	HRas wt GTP bind
17	97	98	-16	99	96
18	94	81	-8	80	80
19	96	97	8	103	98
20	99	97	14	99	96
21	94	90	-6	89	92
22	100	97	-11	101	98
23	96	95	/	96	95
24	89	96	/	93	94

(further entries)
entry	Structure	Rac1 act GTP bind	Mcl1 Noxa PPI	Mcl1 Bid PPI	Avidin bead fluor	Cdc42 wt	GSH fluor
25	Cc1oc(-c2ccccc2Cl)nc1CS(=O)CC(=O)NCc1cccs1 (centres undefined)	102	-1	-14	8	106	25
26	CCn1nc(C)c(NC(=O)c2ccc(Cl)cc2)c1C	98	14	-23	9	95	21
27	CCC1(CC)Cc2ccccc2C(N)=C1C#N	99	12	6	63*	101	27
28	COc1ccc(-c2nnc3sc(C(C)N4C(=O)c5ccccc5C4=O)nn23)cc1 (centres undefined)	98	5	-9	8	104	22
29	COCCN(CC(=O)Nc1ccccc1C)S(=O)(=O)c1ccc(S(=O)(=O)N2CCCC2)cc1	96	7	-5	7	102	47
30	CCN(CC)S(=O)(=O)c1cc(-c2nn(C)c(=O)c3ccccc23)ccc1C	98	1	-3	6	102	19
31	CC(C)[C@@H]1NC(=O)c2cc([N+](=O)[O-])cc(I)c2NCCC[C@@H](C(N)=O)NC(=O)[C@H](CO)NC1=O	94	7	-12	7	98	16
32	CCC(C)Sc1nc2c(c(=O)[nH]c(=O)n2C)n1CCc1ccccc1 (centres undefined)	98	-3	-1	20	98	11

entry	Rab7 wt modul	Rab2A wt mod	Pf gametocyte	Rac1 wt GTP bind	HRas wt GTP bind
25	103	103	/	111	103
26	96	98	3	98	96
27	103	100	/	106	97
28	98	100	/	103	100
29	97	98	/	101	100
30	97	102	/	101	102
31	95	99	-11	100	96
32	102	94	3	106	102

(further entries)
entry	Structure	Rac1 act GTP bind	Mcl1 Noxa PPI	Mcl1 Bid PPI	Avidin bead fluor	Cdc42 wt	GSH fluor
33	O=C(NNS(=O)(=O)c1ccccc1F)c1sccc1-n1cccc1	96	15	-26	14	97	26
34	O=S(=O)(c1ccc(S(=O)(=O)N2CCN(C/C=C/c3ccccc3)CC2)cc1)N1CCCC1	99	17	15	34	100	15
35	COc1ccccc1NC(=S)NCCc1ccc(F)cc1	95	17	-53	8	97	13
36	O=C(C1CCCN(S(=O)(=O)Cc2ccccc2)C1)N1CCC(Cc2ccccc2)CC1 (centres undefined)	101	6	-18	9	108	8
37	O=C(CN(C1CCCCC1)S(=O)(=O)c1ccc(F)cc1)NCc1ccncc1	96	-1	-2	23	101	13
38	O=C(NC(=S)NCCN1CCOCC1)c1cccc(Cl)c1	100	2	-11	6	104	19
39	CCOc1ccccc1C1CC(=O)Nc2c1c(=O)n(C)c(=O)n2C (centres undefined)	95	-10	-15	4	92	24
40	CCCCNC(=S)Nc1ccccc1Cc1ccccc1	94	2	-40	24	95	12

entry	Rab7 wt modul	Rab2A wt mod	Pf gametocyte	Rac1 wt GTP bind	HRas wt GTP bind
33	96	94	-10	102	98
34	97	100	/	100	99
35	95	100	/	94	97
36	104	103	/	111	104
37	101	101	/	102	100
38	99	103	3	104	104
39	91	94	/	94	92
40	100	96	-20	99	97

The list continues.
entry	Structure	Rac1 act GTP bind	Mcl1 Noxa PPI	Mcl1 Bid PPI	Avidin bead fluor	Cdc42 wt	GSH fluor
41	COc1ccc(C(=O)N2CCN(S(=O)(=O)c3cc(Cl)ccc3OC)CC2)cc1	94	-13	-13	9	94	64
42	O=C(OCC(=O)N1N=C(c2ccc(Cl)cc2)CC1c1ccco1)c1ccco1 (centres undefined)	95	1	-34	11	98	13
43	c1ccc2c(c1)ccc1ncccc12	101	15	-12	9	104	13
44	COc1ccc(CN2CCN(S(=O)(=O)c3ccc(NC(C)=O)cc3)CC2)cc1OC	93	16	33	38	92	24
45	Cc1csc(=Nc2c(C)n(C)n(-c3ccccc3)c2=O)n1Cc1ccccc1	98	-9	-47	6	103	13
46	O=C(NCc1cccnc1)/C(=C/c1ccc(-c2ccc(Cl)cc2)o1)S(=O)(=O)c1ccccc1	95	20	31	7	95	15
47	O=C(Nc1cnn(Cc2ccc(Cl)cc2Cl)c1)c1cc(-c2cccs2)on1	97	11	-10	27	102	19
48	O=C1CC(C(=O)NC2CCCCC2)C2(CCCCC2)O1 (centres undefined)	91	9	-38	8	96	14
49	CCOC(=O)C1CCCN(S(=O)(=O)c2cc(OCC(=O)NC3CCCCC3)c(C)cc2Cl)C1 (centres undefined)	95	4	2	5	97	32
50	CN(C)CCNC(=O)c1cc(Br)ccc1Cl	99	3	-4	11	100	17

entry	Rab7 wt modul	Rab2A wt mod	Pf gametocyte	Rac1 wt GTP bind	HRas wt GTP bind
41	97	95	/	100	98
42	96	99	-14	98	97
43	95	102	4	102	100
44	97	94	/	95	95
45	101	101	/	104	101
46	96	97	/	97	97
47	102	100	-12	100	100
48	92	94	/	94	92
49	98	97	-17	97	95
50	99	99	/	101	100
